Assay outcomes from PubChem.
Spn PMK inh = S. pneumoniae PMK inhibitors, primary screen, biochemical, mevalonate pathway, pilot trial included; 65,000 compounds, 0.49% hits; inhibition, % at 10 µM; phosphomevalonate kinase (Streptococcus pneumoniae D39); AID 539, 2006; purified PMK, PK/LDH-coupled NADH absorbance 340 nm;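 active = top-ranked compounds by inhibition in the single 10 µM screen, taking a fixed number of the strongest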;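 also: 0% = full reaction with DMSO carrier and 100% = background rate without enzyme reaction; no value below 0 was filed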
HPDE-C7 cytotoxicity = cytotoxicity in HPDE-C7 cells, cell-based, fluorescence, HTS (AID 430). one-dose cytotoxicity, % at 10 µM; EC50 in µM for titrated hits. HPDE-C7 pancreatic duct cells viability, fluorescence; higher % means a stronger effect. 63,000 compounds, 1.8% hits;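 also: cells exposed to compound for 48 hours before viability readout; 0% = vehicle and 100% = reference cytotoxic drug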
KRASV12 cytotoxicity = cytotoxicity in KRAS-transformed pancreatic duct cells, primary screen, cell-based, fluorescence, HTS (AID 431); HPDE-C7K KRASV12 cells, Alamar Blue viability, 48 h; higher % means a stronger effect; cytotoxicity, % at 10 µM, or EC50 in µM where a hit was titrated; 63,000 compounds, 1.7% hits;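 active = compounds whose percent cytotoxicity in the single-dose primary screen, scaled between solvent and toxic-drug controls, exceeds 50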;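 also: 0% = DMSO solvent wells and 100% = doxorubicin-treated wells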
Spn MK inh = S. pneumoniae MK inhibitors, primary screen, biochemical, PK/LDH-coupled NADH absorbance. mevalonate kinase [Streptococcus pneumoniae D39]. purified MK, PK/LDH-coupled NADH absorbance 340 nm. inhibition, % at 10 µM. 65,000 compounds, 0.48% hits. AID 555, 2006;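 active = ranked among the strongest by inhibition in the single 10 µM screen, a fixed top-ranked set picked for dose follow-up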; also: no value below 0 was filed
Alkaline phosphatase = human TNAP enzyme inhibitors, biochemical, luminescent (AID 518); inhibition, % at 20 µM, or IC50 in µM where a hit was titrated; Alkaline phosphatase, tissue-nonspecific isozyme (Homo sapiens); purified TNAP enzyme, luminescent substrate readout; higher % means a stronger effect; 64,000 compounds, 0.09% hits; in the data active = a potency from the dose series; inactive = the rest, 99 in 100 with inhibition below about 22%;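 also: plate controls were vehicle for no effect and reference inhibitor for full effect; many of its hits are not listed in these tables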
DPM-DC inhibit = S. pneumoniae DPM-DC inhibitors, primary screen, biochemical, PK/LDH-coupled NADH fluorescence. calls only at 10 µM. diphosphomevalonate decarboxylase (Streptococcus pneumoniae D39). purified DPM-DC. 65,000 compounds, 0.49% hits. AID 556, 2006;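 active = the 320 compounds with the highest percent inhibition in the single-dose primary screen, excluding strongly autofluorescent ones, cut at about 32% in these data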;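 also: kinetic rate of NADH fluorescence loss reporting ADP formed by the decarboxylase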
LYP phosphatase = LYP phosphatase inhibitors, primary screen, biochemical, DiFMUP fluorescence, recombinant catalytic domain, 10 µM (AID 606); inhibition, % at 10 µM, or IC50 in µM where a hit was titrated; Tyrosine-protein phosphatase non-receptor type 22 (Homo sapiens); recombinant LYP catalytic domain, DiFMUP fluorescence; higher % means a stronger effect; 52,000 tested, under 10 active;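 active = IC50 under 40 µM in the dose-response test; inactive = IC50 of 40 µM or more, or never dose-tested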
Bfl-1 inhibitors = Bfl-1 inhibitors, primary screen, biochemical, fluorescence polarization, FITC-Bid, mouse (AID 432); 64,000 compounds, 0.02% hits; FITC-Bid BH3 peptide fluorescence polarization displacement; higher % means a stronger effect; displacement, % at 20 µM, or IC50 in µM where a hit was titrated; in the data active = a potency from the dose series; inactive = the rest, 99 in 100 with displacement below about 15%; also: strong numbers were not always called active
HT1080 viability = cytotoxicity in HT1080 fibrosarcoma cells, cell-based, fluorescence readout (AID 620); 87,000 compounds, 0.42% hits; HT1080 viability, fluorescence; higher % means a stronger effect; cytotoxicity, % at 10 µM; hits with a dose series show EC50 in µM;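 also: cells exposed to compound overnight then 4 h with Alamar Blue; 0% = vehicle DMSO and 100% = killing control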
Spn PMK inh pilot replicates = recorded beside Spn PMK inh, whose call it bears; inhibition, %; measured here: pilot screen replicates
Spn MK inh pilot replicates = further read-out of Spn MK inh, marked with its call; inhibition, %; measured here: pilot screen replicates
DPM-DC inhibit pilot screen % = second read-out of DPM-DC inhibit, no call of its own (marks repeat the call); inhibition, %; measured here: pilot screen trials
An asterisk follows results filed as active; i = inactive; nt = no result given. Rule as the data show it, unless noted: active = cytotoxicity above about 50%; inactive = the rest.

SMILES	Spn PMK inh	HPDE-C7 cytotoxicity	KRASV12 cytotoxicity	Spn MK inh	Alkaline phosphatase	DPM-DC inhibit	LYP phosphatase	Bfl-1 inhibitors	HT1080 viability	others
COc1ccc(NC(=O)CN2CCN(S(=O)(=O)c3ccc(Cl)cc3)CC2)cc1	5	7%	12%	2	17%	i	9%	-3%	nt	Spn PMK inh pilot replicates=6.5;Spn MK inh pilot replicates=0.0;DPM-DC inhibit pilot screen %=0.0
COc1ccccc1CNC(=O)CNCC1CCCO1 (stereo not given)	24	-6%	-15%	29	7%	i	-3%	-4%	3%
C=CCc1c(C)nc(SCc2nc3ccccc3c(=O)[nH]2)[nH]c1=O	8	10%	19%	10	9%	i	-2%	-4%	-7%
CCC(=O)Nc1ccccc1N1CCN(S(C)(=O)=O)CC1	5	-9%	-9%	7	4%	i	nt	-4%	-4%
Cn1c(=O)c2c(nc(N3CCCCCC3)n2CC(O)COc2ccccc2)n(C)c1=O (stereo not given)	11	4%	-5%	0	3%	i	2%	0%	-15%
CN1CCN(C(=O)c2ccc(C3SCC(=O)N3Cc3ccco3)cc2)CC1 (stereo not given)	9	2%	-3%	0	5%	i	-34%	-2%	-8%
O=C(COc1ccccc1)NCCc1cn2ccsc2n1	3	9%	3%	12	4%	i	1%	4%	0%
O=C(c1ccco1)N1CCN(S(=O)(=O)c2ccc(S(=O)(=O)NC3CCCCC3)cc2)CC1	0	-3%	-5%	0	2%	i	nt	-9%	-3%
Nc1c(NC2CCCCC2)c2ccccc2oc1=O	3	-25%	-25%	8	12%	i	2%	0%	-1%
COc1cccc(NC(=O)N2CCC(N3CCCCC3)CC2)c1	12	-17%	-10%	0	5%	i	-7%	-4%	6%	Spn PMK inh pilot replicates=3.5;Spn MK inh pilot replicates=3.5;DPM-DC inhibit pilot screen %=0.5
COc1ccc(C2C(C#N)=C(N)Oc3cc(N)ccc32)cc1OC (stereo not given)	5	34%	23%	3	3%	i	nt	-8%	42%
CCOC(=O)c1ccc2c(c1)C(=O)N(C1CCCCC1)C2=O	2	2%	7%	1	10%	i	12%	0%	4%

2 entries drawn at random from the list so far, as already listed:
SMILES	Spn PMK inh	HPDE-C7 cytotoxicity	KRASV12 cytotoxicity	Spn MK inh	Alkaline phosphatase	DPM-DC inhibit	LYP phosphatase	Bfl-1 inhibitors	HT1080 viability	others
COc1ccccc1CNC(=O)CNCC1CCCO1 (stereo not given)	24	-6%	-15%	29	7%	i	-3%	-4%	3%
C=CCc1c(C)nc(SCc2nc3ccccc3c(=O)[nH]2)[nH]c1=O	8	10%	19%	10	9%	i	-2%	-4%	-7%

(list continues)
SMILES	Spn PMK inh	HPDE-C7 cytotoxicity	KRASV12 cytotoxicity	Spn MK inh	Alkaline phosphatase	DPM-DC inhibit	LYP phosphatase	Bfl-1 inhibitors	HT1080 viability	others
CC(=O)C1=C(O)C(=O)N(CCN2CCOCC2)C1c1ccc(N(C)C)cc1 (stereo not given)	5	-15%	-12%	10	6%	i	0%	-1%	4%
Cc1ccsc1C1NC(=O)c2ccccc2N1 (stereo not given)	0	-20%	-11%	1	4%	nt	-3%	-4%	7%
CC(=O)NC12CC3CC(C1)CC(C(=O)OCC(=O)NC(=O)c1cccn1C)(C3)C2	16	-15%	-24%	8	9%	i	2%	0%	5%
Cc1ccc(C(=O)CSc2n[nH]c(-c3ccco3)n2)cc1C	9	5%	4%	5	11%	i	10%	-5%	-7%	Spn PMK inh pilot replicates=2.5;Spn MK inh pilot replicates=1.0;DPM-DC inhibit pilot screen %=0.0
COc1cccc(C(=O)Nc2ccc(N(C)C)cc2)c1OC	2	-28%	-18%	3	-5%	i	nt	9%	nt	Spn PMK inh pilot replicates=1.5;Spn MK inh pilot replicates=1.5;DPM-DC inhibit pilot screen %=6.0
COc1ccc2oc(=O)c(C(=O)N3CCN(c4ccccc4C)CC3)cc2c1	5	-7%	5%	2	2%	i	8%	-9%	0%
C=CCn1c(SCC(=O)/C(C#N)=C(\C)N)nnc1C1CCCCC1	9	-8%	0%	11	6%	i	0%	-10%	0%
C=CCn1c(SCCOC)nc2c1c(=O)[nH]c(=O)n2C	0	12%	-3%	2	1%	i	2%	4%	5%
COc1ccc(CCNc2oc(COc3ccccc3Cl)nc2C#N)cc1OC	3	32%	19%	6	19%	i	12%	4%	-15%	Spn PMK inh pilot replicates=1.0;Spn MK inh pilot replicates=0.0;DPM-DC inhibit pilot screen %=0.0
COC(=O)CSc1nnc(CNC(=O)c2ccc(OC)cc2OC)n1C	13	-1%	5%	0	3%	i	nt	1%	-3%
Cc1onc(-c2ccccc2Cl)c1C(=O)Nc1nnc(-c2ccc(F)cc2)s1	4	2%	5%	1	7%	i	7%	-5%	-3%
COc1cc(NC(=O)c2cccc(Cl)c2)c(OC)cc1NC(=O)CN1CCOCC1	12	14%	17%	12	7%	i	9%	1%	-5%
Cn1c(=O)oc2cc(S(=O)(=O)N3CCC(C(=O)N4CC=C(c5ccccc5)CC4)CC3)ccc21	6	-10%	0%	11	6%	i	15%	-5%	-3%
Cc1cc(=O)oc2cc(OCc3ccc(S(=O)(=O)N4CCOCC4)cc3)ccc12	0	6%	4%	2	10%	nt	2%	6%	2%
CN(c1nc(-c2ccccc2)cs1)C1CCS(=O)(=O)C1 (stereo not given)	0	4%	-5%	9	2%	i	-6%	-1%	-4%
COc1ccccc1C1/C(=C(/O)c2ccc(Cl)cc2)C(=O)C(=O)N1CCN1CCOCC1 (stereo not given)	1	9%	16%	9	9%	i	9%	-5%	6%
Cc1cc(C(=O)Nc2ccccn2)no1	0	-9%	-15%	9	9%	i	11%	-4%	4%
COc1ccc(C(=O)COC(=O)CCn2nnc(-c3cccs3)n2)cc1	3	-3%	5%	8	11%	i	-6%	4%	9%	Spn PMK inh pilot replicates=4.5;Spn MK inh pilot replicates=5.0;DPM-DC inhibit pilot screen %=3.0
O=C(c1cc2c(s1)CCCCC2)N1CCN(c2ncccn2)CC1	0	-8%	-14%	3	10%	i	8%	8%	nt
CCc1ccc(C2CC(c3ccc(C)cc3)n3nc(N)nc3N2)cc1 (stereo not given)	3	-19%	-14%	6	4%	i	9%	8%	8%
C/C(=C1\SC(N2CCOCC2)=NC1=O)c1ccccc1	3	-3%	4%	5	12%	i	12%	5%	12%
CCCn1nnc(NC(=O)c2ccccc2Br)n1	7	6%	1%	10	6%	i	-4%	-9%	0%
CCN(CC)CC(C)CNC(=O)CC(C(=O)N1CCc2ccccc21)n1ccnc1 (stereo not given)	19	-7%	-11%	0	3%	i	-6%	-3%	0%	Spn PMK inh pilot replicates=0.0;Spn MK inh pilot replicates=1.0;DPM-DC inhibit pilot screen %=0.0
Clc1ccc(Oc2cccc(/C=N/n3cnnc3)c2)cc1	6	-2%	-4%	5	4%	i	8%	-5%	-6%
COc1cc(C(C)=O)ccc1OCC(O)CN1CCN(S(=O)(=O)c2ccccc2)CC1 (stereo not given)	6	0%	-10%	9	11%	i	1%	-8%	4%
CCOC(=O)C1=C(C)NC(SCC(=O)O)=NC1c1ccccc1 (stereo not given)	12	-11%	-7%	11	4%	i	nt	3%	5%
Cc1c(Nc2ncnc3nc[nH]c23)c(=O)n(-c2ccccc2)n1C	5	-26%	-19%	4	-4%	i	9%	4%	4%
CCOc1ccc(Nc2nc(Cc3nnc(SCC(N)=O)o3)cs2)cc1	28*	-3%	1%	2	19%	i	nt	7%	-8%	Spn PMK inh pilot replicates=3.0*;Spn MK inh pilot replicates=1.5;DPM-DC inhibit pilot screen %=0.0
CC(=O)OCCCN1C(=O)c2ccc(Br)cc2C1=O	8	6%	-3%	16	8%	i	13%	2%	3%
O=C(CCc1ccccc1)Nc1ccncc1	0	0%	-4%	9	8%	i	1%	-6%	-1%	Spn PMK inh pilot replicates=4.0;Spn MK inh pilot replicates=4.0;DPM-DC inhibit pilot screen %=4.5
Cc1cccc(NS(=O)(=O)c2cccc3cccnc23)n1	1	-2%	9%	10	7%	i	11%	4%	9%
CCOC(=O)c1sc2nc(CSc3nc4ccccc4n3CC)[nH]c(=O)c2c1C	5	-9%	-11%	11	-4%	i	11%	-11%	-3%
CCSc1nnc(NC(=O)C2(C)Cc3ccccc3C(=O)O2)s1 (stereo not given)	18	-3%	3%	14	15%	i	3%	-2%	-2%
Cc1ccc2cc(S(=O)(=O)NCCCC(=O)O)ccc2c1	7	-18%	-16%	4	14%	i	6%	-3%	8%
CC(C)NC(=O)Cn1c(SCC(=O)N2CCCCCC2)nc2ccccc21	11	-8%	10%	0	6%	i	5%	-7%	7%
Cc1c(NC(=O)c2cc(-c3ccc4c(c3)OCO4)on2)c(=O)n(-c2ccccc2)n1C	14	5%	-6%	0	3%	i	18%	1%	6%
COc1ccc(Cc2nnc(NS(=O)(=O)Cc3ccccc3)s2)cc1	0	-8%	-14%	4	5%	i	nt	2%	-6%
COc1cccc2c(=O)n(CC(=O)Nc3cccc(F)c3)ccc12	1	-1%	2%	10	10%	i	6%	3%	4%
COC(=O)c1ccc(OC)c(CSc2nnc(COc3ccccc3)o2)c1	0	9%	7%	5	8%	i	4%	-2%	0%
CCNC(=O)c1cc2c(=O)n3cccc(C)c3nc2n(CCc2ccccc2)c1=N	0	61%*	67%*	9	13%	nt	12%	8%	-1%
Cn1c(=O)c2c(nc(SCc3nn[nH]n3)n2Cc2ccccc2F)n(C)c1=O	7	-4%	3%	7	4%	i	8%	16%	4%	Spn PMK inh pilot replicates=0.0;Spn MK inh pilot replicates=2.0;DPM-DC inhibit pilot screen %=0.5
CCOc1ncccc1C(=O)OCCN1C(=O)c2ccccc2C1=O	5	-8%	-8%	4	4%	i	16%	-7%	-5%
COC(=O)c1ccc(Oc2cc(C)nc(NCc3ccccc3)n2)cc1	20	-4%	2%	13	10%	i	nt	4%	-12%
O=C(O)C1CC=CCC1C(=O)NCc1cn2ccccc2n1 (stereo not given)	0	0%	-2%	0	8%	i	-6%	5%	-1%
Cc1ccc(NC(=O)c2cnn(-c3ccccc3)c2NC(=O)c2ccco2)cc1C	8	2%	-2%	6	14%	i	14%	0%	nt
COCCCNC(=O)CC1Oc2ccccc2NC1=O (stereo not given)	4	6%	11%	5	12%	i	14%	6%	3%	Spn PMK inh pilot replicates=2.0;Spn MK inh pilot replicates=0.0;DPM-DC inhibit pilot screen %=0.0
Cc1ccc(-n2c(=O)c3sccc3n(CC(=O)NCc3ccco3)c2=O)cc1	12	-10%	18%	6	13%	i	0%	5%	1%	Spn PMK inh pilot replicates=1.5;Spn MK inh pilot replicates=0.0;DPM-DC inhibit pilot screen %=0.5

Hits appear at their usual frequency. About 3.3% of those tested had a hit in this group.
